Statin myotox sup = suppressors of simvastatin-induced myotoxicity in C2C12 myotubes; ATP luminescence, 48 h; scaled: DMSO 0, geranylgeraniol control 100; rescue of ATP level, % at 7.49 µM; 330,000 tested, 0.78% active; AID 602340;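 active means mean ATP rescue above about 67%, or every replicate alone reaching that limit, limit read from the data, passing the limit was not always enough; inconclusive means no clear call, values can overlap the other calls; inactive means mean under the limit and some replicate under it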;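 further: myotubes were challenged with 10 µM simvastatin during compound exposure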
DENV2 CPE = inhibitors of DENV2 cytopathic effect. DENV2-infected cells, cytopathic effect rescue, plate reader. CPE inhibition, % at 9.99 µM. 350,000 tested, 1.7% active; in the data active means CPE inhibition above about 20%, passing the limit was not always enough; inconclusive means no clear call, values can overlap the other calls; tested in BHK-21 cells;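 further: 0% = median of neutral control wells and 100% = median of positive control wells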
PglD DTNB = blocks C. jejuni PglD acetyltransferase activity. purified PglD enzyme, DTNB colorimetric CoA detection. inhibition, % at 12.5 µM. 360,000 tested, 0.098% active. AID 602405; in the data active means inhibition above about 16%, passing the limit was not always enough; inconclusive means no clear call, values can overlap the other calls; further: strong numbers were not always called active
ERp5 block = ERp5 (human) disulfide isomerase inhibition | Q15084 | ERp5 insulin aggregation, absorbance 650 nm, 90 min | 350,000 tested, 0.05% active | inhibition, % at 9.99 µM;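 active means mean replicate inhibition above about 25%, with every replicate also reaching it, limit read from the data, passing the limit was not always enough; inconclusive means only one of those two criteria met; inactive means neither criterion met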
Target sequence (Q15084 whole entry, looked up): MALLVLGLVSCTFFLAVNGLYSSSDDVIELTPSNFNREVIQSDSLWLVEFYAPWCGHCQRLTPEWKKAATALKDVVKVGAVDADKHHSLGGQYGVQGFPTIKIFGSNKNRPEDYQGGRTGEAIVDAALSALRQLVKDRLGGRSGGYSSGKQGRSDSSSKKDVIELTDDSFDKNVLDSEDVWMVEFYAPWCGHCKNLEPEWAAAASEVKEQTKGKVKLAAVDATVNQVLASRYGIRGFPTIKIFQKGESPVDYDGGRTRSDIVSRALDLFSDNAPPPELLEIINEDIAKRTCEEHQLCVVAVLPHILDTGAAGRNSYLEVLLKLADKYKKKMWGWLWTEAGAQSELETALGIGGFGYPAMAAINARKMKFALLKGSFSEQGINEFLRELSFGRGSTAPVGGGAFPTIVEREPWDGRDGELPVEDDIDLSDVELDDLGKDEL
S100A4 MyoIIA = blocks human S100A4 binding to myosin IIA peptide. S100A4/TAMRA-MyoIIA peptide fluorescence polarization. inhibition, % at 10.7 µM. 360,000 tested, 0.14% active. AID 652163;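 active means mean inhibition of at least 70% across replicates, with every replicate also reaching that level; inconclusive means mean inhibition reaches 70% but some replicates fall short; inactive means mean inhibition below 70%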
Target sequence (P26447 whole entry, looked up): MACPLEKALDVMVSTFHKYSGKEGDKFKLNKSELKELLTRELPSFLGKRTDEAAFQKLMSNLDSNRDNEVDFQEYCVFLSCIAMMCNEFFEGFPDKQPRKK
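Material: S100A4 monomer (human). Medium: Calcium-containing HEPES buffer, pH 7.2. Probe or stimulus: labelled myosin peptide probe, 5 nM. Compound dosing: one concentration per compound. Timing: polarization read 5 min after assay mix addition, stable 5–60 min. Benchmarks: DMSO as neutral control, TFP as positive control.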
SIRT5 inh = inhibitors of human sirtuin-5 desuccinylase; Q9NXA8; Purified SirT5, succinyl-peptide AMC, trypsin-coupled fluorescence; inhibition, % at 15 µM; 330,000 tested, 1.1% active; AID 652115; in the data active means inhibition above about 15%; inconclusive means no clear call, values can overlap the other calls
Target sequence (Q9NXA8 whole entry, looked up): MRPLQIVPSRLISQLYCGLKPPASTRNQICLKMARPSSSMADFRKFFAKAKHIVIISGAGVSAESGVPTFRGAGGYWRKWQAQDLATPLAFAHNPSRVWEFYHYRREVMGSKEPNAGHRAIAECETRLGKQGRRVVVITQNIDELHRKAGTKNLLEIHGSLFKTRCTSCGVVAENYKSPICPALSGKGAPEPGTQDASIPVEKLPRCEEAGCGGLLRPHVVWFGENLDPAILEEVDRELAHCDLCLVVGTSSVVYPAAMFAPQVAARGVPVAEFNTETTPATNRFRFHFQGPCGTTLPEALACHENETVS
E-selectin induc = induces E-selectin expression in human endothelial cells; P16581; HUVEC E-selectin immunofluorescence imaging; normalized: neutral wells 0, TNF-alpha wells 100; activation, % at 7.58 µM; 260,000 tested, 0.37% active;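 active means mean E-selectin-positive cell signal at least 10% of the positive control, reached in at least 60% of replicates, without over 20% cell loss; inconclusive means no rule given, readout overlaps actives, possibly toxicity-flagged; inactive means the rest, including those meeting only one limit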;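 further: in these data hits start at about 27%; measured in HUVEC primary endothelial cells; signal is the percent of cells scored E-selectin positive by PE staining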
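assay system = HUVEC, human umbilical vein endothelial cells | input = 3,000 HUVEC seeded per well | medium = EGM-2 growth medium on 0.1% gelatin-coated wells | dosing = one compound dose added by pin transfer | signal = immunofluorescence imaging | read-out basis = % PE-positive cells | control set = TNF-alpha, DMSO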
An asterisk follows results filed as active; ? = inconclusive; . = no result given. The list is partial; the hit share may differ from the screen's.

entry	compound	Statin myotox sup	DENV2 CPE	PglD DTNB	ERp5 block
1	CCOc1ccc(CN(C)C(C)C(=O)NCCc2ccc(F)cc2)cc1 (stereo not drawn)	-1	17	-4	-1
2	C[C@H](CO)N1C[C@H](C)[C@H](CN(C)CC2CCCCC2)Oc2ccc(NC(=O)Cc3cn(C)c4ccccc34)cc2C1=O	-54	-10	2	0
3	CCCCN1C(=O)C(=O)N(c2ccccc2)C1=S	.	8	.	-1
4	Cc1ccccc1OCCc1c(C)[nH]c(=S)[nH]c1=O	.	-6	.	1
5	CCC(=O)NC(c1cccc([N+](=O)[O-])c1)c1c(O)ccc2ccccc12 (stereo not drawn)	.	9	.	5
6	CC(=O)c1ccc(OCc2cc(C(=O)N3CC[C@@H]4CCCC[C@H]4C3)no2)cc1	-8	-4	1	-1
7	COc1ccc(NC(=O)Cn2nnc(-c3ccccc3N)n2)cc1OC	-4	.	-4	-9
8	Cc1cccc(N2CC(C(=O)Nc3ccccc3N3CCCC3)CC2=O)c1C (stereo not drawn)	-9	2	.	3
9	CN1[C@@H]2c3ccc(-c4ccccc4)c(=O)n3C[C@H]1[C@H](CO)[C@H]2C(=O)NCC1CC1	12	0	2	3
10	Cc1noc(C)c1S(=O)(=O)N(C)C[C@@H]1Oc2ccc(NS(=O)(=O)c3ccc(F)cc3)cc2CC(=O)N([C@H](C)CO)C[C@H]1C	4	8	.	4
11	CCOC(=O)N1CCc2c(sc3ncn(Cc4ccc(F)cc4)c(=O)c23)C1	.	1	.	.
12	COCC(=O)NCc1ccc2c(c1)cc(C)n2C	.	1	.	-8
13	CC(NS(=O)(=O)c1ccc([N+](=O)[O-])cc1)C(c1cccs1)N1CCOCC1 (stereo not drawn)	.	-5	0	4
14	CN(C)/N=C/c1ccc(OC(=O)c2cccc([N+](=O)[O-])c2)cc1	6	0	2	0
15	CCCCN(C)C(=O)c1nc2ccccn2c1CN1CCSCC1	5	1	3	3

entry	S100A4 MyoIIA	SIRT5 inh	E-selectin induc
1	-5	0	-0.1
2	-10	5	-0.3
3	6	1	.
4	1	2	8.5
5	-7	-3	.
6	2	0	-0.1
7	-1	.	.
8	-4	-1	.
9	4	8	0.2
10	-3	-6	-0.3
11	-2	-5	.
12	-1	.	.
13	-1	-3	.
14	1	-2	2.4
15	0	-6	-0.7

Part of the list above, with tabs.
cpd	SMILES	Statin myotox sup	DENV2 CPE	PglD DTNB	ERp5 block	S100A4 MyoIIA	SIRT5 inh	E-selectin induc
5	CCC(=O)NC(c1cccc([N+](=O)[O-])c1)c1c(O)ccc2ccccc12 (stereo not drawn)	.	9	.	5	-7	-3	.
6	CC(=O)c1ccc(OCc2cc(C(=O)N3CC[C@@H]4CCCC[C@H]4C3)no2)cc1	-8	-4	1	-1	2	0	-0.1
7	COc1ccc(NC(=O)Cn2nnc(-c3ccccc3N)n2)cc1OC	-4	.	-4	-9	-1	.	.
8	Cc1cccc(N2CC(C(=O)Nc3ccccc3N3CCCC3)CC2=O)c1C (stereo not drawn)	-9	2	.	3	-4	-1	.
9	CN1[C@@H]2c3ccc(-c4ccccc4)c(=O)n3C[C@H]1[C@H](CO)[C@H]2C(=O)NCC1CC1	12	0	2	3	4	8	0.2
10	Cc1noc(C)c1S(=O)(=O)N(C)C[C@@H]1Oc2ccc(NS(=O)(=O)c3ccc(F)cc3)cc2CC(=O)N([C@H](C)CO)C[C@H]1C	4	8	.	4	-3	-6	-0.3
11	CCOC(=O)N1CCc2c(sc3ncn(Cc4ccc(F)cc4)c(=O)c23)C1	.	1	.	.	-2	-5	.
12	COCC(=O)NCc1ccc2c(c1)cc(C)n2C	.	1	.	-8	-1	.	.
13	CC(NS(=O)(=O)c1ccc([N+](=O)[O-])cc1)C(c1cccs1)N1CCOCC1 (stereo not drawn)	.	-5	0	4	-1	-3	.
14	CN(C)/N=C/c1ccc(OC(=O)c2cccc([N+](=O)[O-])c2)cc1	6	0	2	0	1	-2	2.4
15	CCCCN(C)C(=O)c1nc2ccccn2c1CN1CCSCC1	5	1	3	3	0	-6	-0.7

Following part:
entry	compound	Statin myotox sup	DENV2 CPE	PglD DTNB	ERp5 block
16	CSC1=C(C#N)C(c2sccc2C)CC(=O)N1 (stereo not drawn)	.	15	.	0
17	C[C@@H]1CN([C@H](C)CO)C(=O)c2cc(NS(C)(=O)=O)ccc2O[C@@H](C)CCCCO[C@H]1CN(C)Cc1ccccc1	13	13	0	-1
18	CC(=O)CSc1nc(-c2cccs2)c(C#N)c(=O)[nH]1	.	9	.	-1
19	CC(=O)c1ccc(NC(=O)COC(=O)c2ccccc2N=Nc2ccc(N(C)C)cc2)cc1	.	1	9	3
20	O=C(C[C@H]1C=C[C@H](NS(=O)(=O)c2ccc(F)cc2)[C@@H](CO)O1)N1CCN(c2ccccc2)CC1	12	2	1	2
21	CCC(C)C(CO)NCCCn1ccc(NC(=O)OCc2ccccc2)nc1=O (stereo not drawn)	-7	3	-4	-5
22	Cc1cc(OCC(=O)NC(Cc2ccc(Cl)cc2)C(=O)O)c2c(C)c(C)c(=O)oc2c1 (stereo not drawn)	0	92*	4	3
23	COc1ccc(C(=O)CCN2CCc3cc(OC)c(OC)cc3C2)cc1	.	5	-5	2
24	O=C(C[C@H]1C[C@H]2c3cc(NC(=O)C4CCOCC4)ccc3O[C@H]2[C@H](CO)O1)NCC1CC1	5	2	0	-6
25	O=C(CCNC(=O)c1ccc(Br)cc1)Nc1cccc(S(=O)(=O)N2CCCCCC2)c1	-3	0	-2	1
26	COc1cccc(C(=O)Nc2ccc3c(c2)C(=O)N(C)C[C@@H](OC)[C@@H](C)CN(C(=O)C2CCCC2)[C@@H](C)CO3)c1	-5	4	1	4
27	N#Cc1ccc(C(=O)Nc2cc(-c3ccccc3)nn2-c2ccccc2)cc1	1	-3	0	5
28	CCCCCCCCC(=O)c1c(OC)oc(C=O)cc1=O	5	-5	2	10
29	C[C@@H]1CN([C@@H](C)CO)S(=O)(=O)c2ccc(C#CC3CCCC3)cc2O[C@H]1CN(C)Cc1cccnc1	-113	-10	-1	-4
30	C[C@@H]1CN([C@H](C)CO)C(=O)c2cccc(NS(=O)(=O)c3ccc(F)cc3)c2O[C@H]1CN(C)S(=O)(=O)c1ccc(F)cc1	9	-2	-2	-2

entry	S100A4 MyoIIA	SIRT5 inh	E-selectin induc
16	3	-5	.
17	-9	0	-0.1
18	-19	1	.
19	0	.	.
20	-14	-2	0.1
21	-27	-3	-0.3
22	21	.	.
23	-10	0	0.3
24	10	-22	0.0
25	-3	-3	2.2
26	1	3	0.0
27	5	-1	0.1
28	-32	3	.
29	-16	14	-4.9
30	2	-1	-0.1

New compounds follow.
entry	compound	Statin myotox sup	DENV2 CPE	PglD DTNB	ERp5 block
31	Cc1cc(C)c(S(=O)(=O)c2ccccc2)c(=O)[nH]1	6	1	.	3
32	COc1cccc(C(C)(O)c2nc(-c3ccc(N(C)C)cc3)cs2)c1 (stereo not drawn)	-7	8	4	1
33	CCCNC(=O)N(C)C[C@H]1Oc2cc(C#CC(C)(C)O)ccc2S(=O)(=O)N([C@H](C)CO)C[C@@H]1C	2	.	-2	11
34	O=C(C[C@H]1CC[C@H]2[C@@H](COC[C@H](O)CN2Cc2ccncc2)O1)NCc1ccncc1	11	-10	-3	1
35	CC(C)c1ccc(C(C(C(=O)c2ccccc2)N2CCOCC2)N2CCOCC2)cc1 (stereo not drawn)	5	?	2	-7
36	O=C(Nc1cccc2c1N(C(=O)c1ccco1)CCC2)c1ccco1	-2	9	-2	-4
37	CN(C)c1ccc(C(=O)OCC(=O)Nc2cccc(S(=O)(=O)N3CCCC3)c2)cc1	5	-2	-2	3
38	O=C(NCCc1ccc(Cl)cc1)c1cc(=O)[nH]c2ccccc12	36	?	-3	2
39	CC(=O)Nc1cccc(OCC(=O)NC(C)c2ccc3ccccc3c2)c1 (stereo not drawn)	0	0	-2	-4
40	O=c1[nH]c2ccccc2n1CCC1CCCCC1	.	-2	1	5
41	CCCc1nn(C)c(C(=O)Nc2cccc(C)c2)c1Cl	.	2	.	5
42	Cc1ccc(NC(=S)N(CCC(C)C)C(C)c2ccncc2)c(Cl)c1 (stereo not drawn)	.	-6	-8	2
43	O=C(Nc1cc(S(=O)(=O)N2CCOCC2)ccc1OCC(F)(F)F)c1ccc(N2CCCC2=O)cc1	-4	1	5	-3
44	C[C@@H]1CN([C@H](C)CO)C(=O)c2cc(NC(=O)Nc3ccccc3)ccc2O[C@@H](C)CCCCO[C@H]1CN(C)S(=O)(=O)c1cn(C)cn1	.	-2	2	-2
45	O=C(Nc1cccc2cccnc12)c1cccc([N+](=O)[O-])c1	20	-3	-2	0

entry	S100A4 MyoIIA	SIRT5 inh	E-selectin induc
31	1	0	.
32	-1	.	-0.4
33	11	-3	-0.5
34	4	-5	0.1
35	1	.	-0.1
36	-6	-12	0.4
37	-3	0	0.4
38	-3	0	-0.1
39	-7	-4	0.0
40	-2	2	.
41	2	-1	.
42	-9	-2	.
43	2	3	0.2
44	-12	-9	-0.1
45	-3	9	.

(further entries)
entry	compound	Statin myotox sup	DENV2 CPE	PglD DTNB	ERp5 block
46	COC(=O)CN1C(=O)[C@@H]2[C@H](C1=O)[C@@H]1CC(C(=O)OC)=C[C@@H](C(=O)OC)[C@@H]3C1=C(C(=O)[C@@]3(C)NC(=O)c1ccccc1)[C@@H]2C	9	.	1	3
47	O=C(N/N=C/c1cn[nH]c1-c1ccccc1)c1ccco1	.	2	.	4
48	COc1cccc(CN2CCCCN3[C@H](CO)[C@@H](c4ccc(C#Cc5cccnc5)cc4)[C@@H]3C2)c1	17	19	18	-2
49	CC(C)c1ccc(NC(=O)COC(=O)C2CCCCC2)cc1	1	1	0	3
50	O=C(COC(=O)c1ccc(S(=O)(=O)N2CCOCC2)cc1)NCc1cccs1	.	3	.	-1
51	Cc1ccc(NC(=O)C2CCN(S(=O)(=O)c3cccc(C(F)(F)F)c3)CC2)nc1	12	?	11	-2
52	CC(=O)c1c(C)[nH]c(C(=O)N2CCN(c3ccccn3)CC2)c1C	9	-5	-2	1
53	CC1CCCCN1C(=O)C1CCCN(S(=O)(=O)c2cccc3nsnc23)C1 (stereo not drawn)	?	9	4	0

entry	S100A4 MyoIIA	SIRT5 inh	E-selectin induc
46	6	.	-0.1
47	-3	-3	-0.1
48	-1	1	-0.1
49	-2	-2	.
50	-20	-1	.
51	4	-2	0.2
52	-2	-3	0.6
53	-2	-1	.

Arranged by heavy-atom count (ascending): some entries from above
entry	compound	Statin myotox sup	DENV2 CPE	PglD DTNB	ERp5 block
47	O=C(N/N=C/c1cn[nH]c1-c1ccccc1)c1ccco1	.	2	.	4
53	CC1CCCCN1C(=O)C1CCCN(S(=O)(=O)c2cccc3nsnc23)C1 (stereo not drawn)	?	9	4	0
51	Cc1ccc(NC(=O)C2CCN(S(=O)(=O)c3cccc(C(F)(F)F)c3)CC2)nc1	12	?	11	-2

entry	S100A4 MyoIIA	SIRT5 inh	E-selectin induc
47	-3	-3	-0.1
53	-2	-1	.
51	4	-2	0.2

Screening data: PubChem BioAssay, Broad Institute
